Screens (PubChem BioAssay)
GCN5L2 inh: qHTS Assay for Inhibitors of GCN5L2 | Histone acetyltransferase KAT2A (Homo sapiens), Q92830 | GCN5L2 HAT assay, ThioGlo1 CoA-SH fluorescence | Potency, µM (top dose mostly 58.9 µM), for inactives: at the highest dose activity change, negative = inhibition, actives largely listed as inhibitors | hit rate 0.21% among 390,000
Target sequence (Q92830 whole entry, looked up): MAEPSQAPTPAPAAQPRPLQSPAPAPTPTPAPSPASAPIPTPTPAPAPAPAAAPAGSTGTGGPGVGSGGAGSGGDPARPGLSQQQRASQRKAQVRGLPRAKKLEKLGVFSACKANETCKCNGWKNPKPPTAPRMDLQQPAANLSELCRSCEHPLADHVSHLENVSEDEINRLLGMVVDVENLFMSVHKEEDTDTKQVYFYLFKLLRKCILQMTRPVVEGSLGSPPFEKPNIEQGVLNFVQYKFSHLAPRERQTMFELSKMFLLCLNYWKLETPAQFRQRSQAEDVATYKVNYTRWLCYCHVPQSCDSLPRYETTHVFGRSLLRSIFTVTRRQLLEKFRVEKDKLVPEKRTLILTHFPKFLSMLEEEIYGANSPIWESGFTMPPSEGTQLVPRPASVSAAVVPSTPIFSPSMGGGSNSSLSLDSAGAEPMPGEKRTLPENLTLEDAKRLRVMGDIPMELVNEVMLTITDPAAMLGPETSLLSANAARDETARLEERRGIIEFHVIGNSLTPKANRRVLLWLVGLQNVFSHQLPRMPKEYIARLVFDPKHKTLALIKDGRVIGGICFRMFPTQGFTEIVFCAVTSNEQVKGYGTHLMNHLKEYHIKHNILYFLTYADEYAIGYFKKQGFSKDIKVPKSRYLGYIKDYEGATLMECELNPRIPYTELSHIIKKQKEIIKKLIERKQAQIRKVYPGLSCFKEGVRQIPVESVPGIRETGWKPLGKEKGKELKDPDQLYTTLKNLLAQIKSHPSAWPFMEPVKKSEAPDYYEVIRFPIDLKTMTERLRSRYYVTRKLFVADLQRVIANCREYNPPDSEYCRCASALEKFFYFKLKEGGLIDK
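Fluorescence readout, Ex340nm/Em540nm: ThioGlo1 (50uM final) reacts with free CoA thiol released as 20nM GCN5L2 acetylates H3(1-25) peptide (75uM) using acetyl-CoA (70uM). Compound and enzyme sat 15 min beforehand; 20 min room-temperature reaction.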
TDP1 block: qHTS Assay for Inhibitors of Tyrosyl-DNA Phosphodiesterase (TDP1) | Tyrosyl-DNA phosphodiesterase 1 (Homo sapiens), Q9NUW8 | recombinant TDP1, AlphaScreen DNA substrate cleavage | Potency, µM (top dose mostly 130 µM), for inactives: at the highest dose activity change, negative = inhibition, actives largely listed as inhibitors | hit rate 0.28% among 350,000; further: nearly all actives have a fitted effect of over 40% in size
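Here, a 5' biotin and 3' phosphotyrosine-FITC DNA oligonucleotide reports Tdp1 activity: intact substrate bridges AlphaScreen beads, while cleavage leaves a 3' phosphate and drops signal. All incubations at room temperature.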
DT40 TDP1 no CPT: qHTS for Inhibitors of human tyrosyl-DNA phosphodiesterase 1 (TDP1): qHTS in cells in absence of CPT. DT40 Tdp1-/- hTDP1 cells, no CPT, ATP luminescence, 48 h. Potency, µM (doses to about 46.2 µM), inactives show at the top dose activity change, negative = growth inhibition, usual class: inhibitors. hit rate 15% among 420,000. AID 686978, 2013; further: nearly all actives have a fitted effect of over 55% in size
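No-CPT arm: Tdp1-/-;hTDP1 DT40 cells (400/well) plus compounds, incubated ≥48 hr at 37 °C. Readout CellTiter-Glo luminescence.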
* marks the source's active call; other numbers are inactive results; u = inconclusive; x = no result given; & = joins results of further samples; [ ] = another dose, or the depositor's remark. The call rests on the fitted dose curve; in most records, active means well fitted curve in the direction sought with a large enough effect; inconclusive means small, poorly fitted or top-dose-only effect, or another doubt; inactive means no such curve, though single readings can be large; an effect the other way counts as inactive or inconclusive. On the % scale 0 is the no-effect control and ±100 the full control effect; potency means the concentration at half of the fitted maximal effect.

SMILES	GCN5L2 inh	TDP1 block	DT40 TDP1 no CPT
COc1cc2c(cc1OC)C(COc1ccc(F)cc1)N(C(=O)Cc1ccc(F)cc1)CC2 (stereo unspecified)	1%	3%	16µM*
CN1c2ccccc2N(C)C1c1c(O)ccc2ccccc12	-2%	-2%	-22%
CC1CCCN(C(=O)CCS(=O)(=O)c2cc3c(cc2Cl)NC(=O)CO3)C1 (stereo unspecified)	7%&-2%	1%	-23%
Cc1ccc(CSCC(=O)N2CCN(Cc3ccc4c(c3)OCO4)CC2)cc1	1%	5%	u
O=C(c1cc2c(ccc3ccccc32)o1)N1CCN(c2ncc(C(F)(F)F)cc2Cl)CC1	1%	3%	u
Cc1nc(SCC(=O)N(C)C2CCCCC2)[nH]c(=O)c1Cc1ccccc1	-6%	-2%	-15%
O=C(Cc1ccc(F)cc1)NC(Cc1c[nH]c2ccccc12)C(=O)O (stereo unspecified)	-8%	x	-15%
COC(=O)c1ccccc1NC(=O)CSc1nc2cccnc2n1C	-16%	8%	u
COc1ccc(OC)c(NC(=O)CCn2cnnn2)c1	0%	-1%	-3%
O=C(c1cc2sccc2n1Cc1ccccc1)N1CCN(c2nc3ccccc3s2)CC1	-6%	3%	15µM*
CCn1c(SCC(N)=O)nc2ccccc2c1=O	-1%	10%	-10%
CC(C)CN(C(=O)CCC(=O)OC(C)C(=O)Nc1cccc(C#N)c1)c1c(N)n(CC(C)C)c(=O)[nH]c1=O (stereo unspecified)	-9%	-7%	-2%
Cc1ccc(N2CC(=O)N(NC(=O)CN3CCN(c4ccccc4)CC3)CC2=O)cc1	-7%	0%	-9%
Cn1c(=O)c2c(nc(NCc3ccco3)n2Cc2ccc(Cl)cc2Cl)n(C)c1=O	-9%	-4%	10µM*
CCOC(=O)C(Cc1ccccc1)C(=O)Nc1cccc2ccccc12 (stereo unspecified)	6%	-3%	-25%
COc1ccc(Nc2cc(=O)n(-c3ccccc3)c3c2c(=O)n(C)c(=O)n3C)cc1	1%	-1%	-19%
COc1ccc(CCNc2ncnc3nc[nH]c23)cc1OC	4%	0%	12µM*
CCc1ccc(C(=O)c2cn(CC(=O)Nc3cc(OC)ccc3OC)c3nc(C)ccc3c2=O)cc1	1%	-13%	-67%
O=C(OCC(=O)N1CCN(C(=O)c2ccco2)CC1)c1cn(-c2ccccc2)nc1-c1ccccc1	-1%	4%	u
CSc1ccc(Cl)c(C(=O)OCC(=O)NCC(C)C)c1	-25%	0%	-1%
Cc1cc(OCC(=O)Nc2ccc(N3CCCC3)cc2)cc(C)c1Cl	-9%	6%	-4%
CC(Sc1nnc(NC2CC2)s1)C(=O)Nc1ccc(N2CCOCC2)cc1 (stereo unspecified)	1%	-6%	-20%
Cc1cccc(CCNC(=O)Cn2ncc3c([nH]c4ccc(C)cc43)c2=O)c1	-9%	-1%	-17%
CCN(C(=O)CN1C(=O)S/C(=C\C=C\c2ccccc2)C1=O)C1CCS(=O)(=O)C1 (stereo unspecified)	-10%	-2%	1.5µM*
COc1ccc(Cl)cc1NC(=O)Nn1cnnc1	7%	7%	11%
CCOc1ccc(NC(=O)C(=O)N/N=C\c2ccc(CNS(=O)(=O)c3ccccc3)o2)cc1	-5%	0%	21µM*
COc1ccccc1CNC(=O)C(=O)NCC1OCCN1S(=O)(=O)c1ccccc1 (stereo unspecified)	-3%	2%	-23%
COC(C(=O)Nc1ccc(NC(=O)C(OC)c2ccccc2)cc1)c1ccccc1 (stereo unspecified)	1%	4%	-17%
C=C1c2ccccc2S(=O)(=O)N(Cc2ccccc2)C1COCc1ccccc1 (stereo unspecified)	-21%	x	-27%
CC(C)(C)NC(=O)C(c1ccco1)N(Cc1ccc2c(c1)OCO2)C(=O)c1snc(C(N)=O)c1N (stereo unspecified)	-5%	x	-13%
NNC(=O)CCc1ccc(S(=O)(=O)N2CCOCC2)cc1	-1%	5%	u
O=C(COc1ccccc1)N(Cc1ccccc1)c1nc(-c2ccccc2)cs1	3%	6%	u
COc1ccccc1NS(=O)(=O)c1ccc(O)c(C(=O)OCC(=O)N2c3ccccc3CC2C)c1 (stereo unspecified)	-10%	8%	u
Cc1cc(C)n(-c2cc(C(C)(C)C)nc3c(-c4ccc(Cl)cc4)cnn23)n1	-11%	-5%	u
CCN(CC(=O)NC1CCS(=O)(=O)C1)S(=O)(=O)c1ccccc1 (stereo unspecified)	3%	4%	5%
Cc1[nH]nc(SCC(=O)N2CCCCCC2)c1[N+](=O)[O-]	7%	-1%	-11%

Four records picked at random from those above:
SMILES	GCN5L2 inh	TDP1 block	DT40 TDP1 no CPT
CCOc1ccc(NC(=O)C(=O)N/N=C\c2ccc(CNS(=O)(=O)c3ccccc3)o2)cc1	-5%	0%	21µM*
Cc1cc(C)n(-c2cc(C(C)(C)C)nc3c(-c4ccc(Cl)cc4)cnn23)n1	-11%	-5%	u
COc1ccc(Cl)cc1NC(=O)Nn1cnnc1	7%	7%	11%
NNC(=O)CCc1ccc(S(=O)(=O)N2CCOCC2)cc1	-1%	5%	u

Next structures.
SMILES	GCN5L2 inh	TDP1 block	DT40 TDP1 no CPT
CC1CN(C(=S)Nc2ccc(S(N)(=O)=O)cc2)CC(C)O1 (stereo unspecified)	1%	4%	11%
CCOC(=O)CN(C(=O)CSc1nnc(-c2ccc(OC)c(OC)c2)o1)c1ccccc1	-6%	-4%	u
Cn1c(=O)c2c(nc(SCC(=O)O)n2Cc2cc3c(cc2Cl)OCO3)n(C)c1=O	-4%	8%	0%
O=C(NC1CCN(S(=O)(=O)c2ccccc2)CC1)c1cccc(F)c1	-1%	0%	-9%
CC(=O)c1cccc(Nc2c3c(nc4ccccc24)CCC3)c1	1%	x	2.1µM*
CCOC(=O)C1=C(c2ccccc2)Nc2ncnn2C1c1ccc(OC)c(OC)c1OC (stereo unspecified)	-3%	2%	-8%
COc1ccc(NC(=O)c2cncn2-c2ccccc2)cc1	-4%	3%	-10%
Cc1ccc(NC(=O)CSc2ccc(-c3ccccn3)nn2)cc1	3%	0%	u
CCCNC(=O)CN(C)CC(=O)Nc1ccccc1C#N	4%	3%	2%
Cc1ccc(S(=O)(=O)c2nc(C)c3c(n2)CCC3)cc1	3%	0%	-12%
O=C(Nc1ccc(-c2cscn2)cc1)C1CCCN(Cc2ccc(CO)o2)C1 (stereo unspecified)	-34%	2%	-1%
O=C1N(Nc2ccccc2)C(c2ccc(Br)cc2)C12CCCCC2 (stereo unspecified)	-1%	4%	-14%
CC1(C)CC(=O)c2c(O)cc(OCC(=O)Nc3ccc(CCO)cc3)cc2O1	-17%	x	21µM*
O=C(NC(=S)N1CCOCC1)c1ccc([N+](=O)[O-])cc1	1%	3%	-13%
N#CCSc1nnc(-c2ccc3c(c2)OCO3)o1	-12%	x	-4%
Cc1ccc(-c2cn3c(n2)sc2cc(C(=O)NC4CCCCCC4)ccc23)c(C)c1	-22%	0%	-27%
O=c1oc(-c2ccc([N+](=O)[O-])cc2)nc2ccc(O)cc12	9%	5%	-16%
O=C(N/C(=C\c1ccccc1Cl)C(=O)N1CCOCC1)c1ccc([N+](=O)[O-])cc1	-3%	7%	-20%
Cc1ccc(SCC(=O)Nc2cc(C)on2)cc1	-3%	3%	-2%
CCC(C)c1ccccc1N1CC(C(=O)Nc2cccc(S(=O)(=O)N3CCOCC3)c2)CC1=O (stereo unspecified)	-12%	2%	18µM*
O=C(Nc1ccc(N2CCOCC2)cc1)C1CCN(S(=O)(=O)Cc2ccccc2)CC1	1%	0%	2%
CCC1(C(=O)c2ccc(Cl)cc2)C2c3ccccc3OC(=O)C21C(=O)Nc1ccccc1 (stereo unspecified)	-8%	0%	12%
Cc1ccc(CSCCC(=O)NCc2ccc(F)cc2Cl)cc1	-1%	0%	-25%
CCn1c(CSc2ncccn2)nnc1SCC(=O)N1CCc2ccccc21	-2%	2%	u
Cc1cccc(C)c1NC(=O)CS(=O)CC(=O)Nc1ccc(F)cc1F (stereo unspecified)	-3%	2%	-4%
COc1ccc(NC(=O)N(C)C[C@H]2Oc3c(NS(=O)(=O)c4cccs4)cccc3C(=O)N([C@@H](C)CO)C[C@@H]2C)cc1	1%	2%	-7%
O=c1oc(-c2ccccc2)nc2c1cnn2-c1ccccc1	-7%	2%	-17%
CCOC(=O)C1=CN(Cc2cccc(Br)c2)S(=O)(=O)N(CC)C1C (stereo unspecified)	-11%	-14%[56.1 µM]	u
Cn1c(COc2ccc([N+](=O)[O-])cc2)nnc1SCC(N)=O	1%	6%	-1%
CC(C)NC(=O)c1ccccc1NC(=O)CN(c1ccc2c(c1)OCO2)S(C)(=O)=O	-8%	-2%	-28%
O=C(CSc1ncn[nH]1)NN(c1ccccc1)c1ccccc1	2%	3%	-11%
CCOc1ccc2[nH]c(C)cc(=O)c2c1	0%	5%	-26%
Cc1nc(Cl)sc1C(=O)Nc1cccc(Cl)c1	-13%	x	-1%
NC(=S)Cc1nc(-c2ccccc2)cs1	-6%	6%	u
COc1cc(C(=O)N2CCN(S(=O)(=O)c3ccc(C)cc3)CC2)ccc1OCc1c(C)noc1C	-9%	1%	u
Cc1ccccc1C(=O)Nc1c(C(=O)Nc2cccc(F)c2)oc2ccccc12	0%	-4%	u

Reformatted bar-delimited: part of the list above
Molecule | GCN5L2 inh | TDP1 block | DT40 TDP1 no CPT
O=c1oc(-c2ccccc2)nc2c1cnn2-c1ccccc1 | -7% | 2% | -17%
O=C(COc1ccccc1)N(Cc1ccccc1)c1nc(-c2ccccc2)cs1 | 3% | 6% | u
O=C(c1cc2sccc2n1Cc1ccccc1)N1CCN(c2nc3ccccc3s2)CC1 | -6% | 3% | 15µM*
CSc1ccc(Cl)c(C(=O)OCC(=O)NCC(C)C)c1 | -25% | 0% | -1%
COc1ccccc1NS(=O)(=O)c1ccc(O)c(C(=O)OCC(=O)N2c3ccccc3CC2C)c1 (stereo unspecified) | -10% | 8% | u

Continued:
SMILES	GCN5L2 inh	TDP1 block	DT40 TDP1 no CPT
COc1ccc(OC)c(C2(O)CSC(=Nc3cccnc3)N2Cc2ccco2)c1 (stereo unspecified)	-8%	5%	18µM*
COc1ccc(N(CC(=O)NCCSC2CCCCC2)S(=O)(=O)c2ccc(C)cc2)cc1	-4%	2%	23µM*
Nn1cnnc1N/N=C/c1ccc(Cl)c([N+](=O)[O-])c1	-9%	7%	-20%
CCCC(=O)N1CCN(c2ccc(NC(=O)C(C)(C)C)cc2Cl)CC1	-8%	-1%	u
O=C(O)CN=C1CC(c2ccccc2)CC(=O)/C1=C(/O)CCCN1C(=O)c2ccccc2C1=O (stereo unspecified)	-3%	3%	2%
CCOc1ncnc2c1oc1nc(CC(C)C)c3c(c12)CC(C)(C)OC3	u	2%	-27%
O=C(O)CN1C(=O)SC(Nc2ccc(Cl)cc2)C1=O (stereo unspecified)	0%	0%	-12%
CC(C)Cc1c(O)nc(SCCN2CCOCC2)[nH]c1=O	-2%	3%	-8%
O=c1sc2ccccc2n1COc1ccccc1	-2%	-8%	-19%
N#C/C(=C\c1ccc(OCC(N)=O)cc1)C(=O)NC1CC1	-20%	3%[56.1 µM]	18%
COc1ccc(CNC(=O)COC(=O)c2ccc(S(=O)(=O)N3CCCCC3)cc2)cc1	1%	-4%	-21%
Nc1ccc(Oc2ccccc2F)nc1	-4%	10%	3%
COc1ccc(C2(C(=O)N3CCOCC3)CCCC2)cc1	-13%	2%	-16%
CC(=O)NC12CC3CC(CC(CC(=O)O)(C3)C1)C2	-10%	4%	-16%
O=C(Cn1ncc2c3ccccc3n(Cc3ccccc3F)c2c1=O)NCCN1CCOCC1	-6%	2%	u
Cc1ccc(NC(=O)c2ccc3c(c2)CCN3S(C)(=O)=O)cc1C	4%	x	u
Cc1nn(C)cc1/C=N/NC(=O)c1ccco1	-4%	7%	-13%
O=C(O)C1(c2cccc(Cl)c2)CCC1	-3%	-4%	-18%
CCOc1ccccc1/C=N/Nc1nc2ccccc2o1	3%	x	u
O=C(Nc1ccc(Br)cc1F)c1ccc2c(c1)OCCO2	0%	-6%	-50%
CCOC(=O)COn1c(=O)c(-c2ccc(Br)cc2)[n+]([O-])c2ccccc21	3%	x	5%
Cc1sc2c(c1C)c(=O)n(-c1ccc(Cl)cc1)c(=O)n2CC(=O)c1ccccc1	-2%	-3%	-16%
Cc1ccc(C)c(NS(=O)(=O)c2cc3c4c(c2)CC(=O)N4CCC3)c1	-8%	5%	-2%
O=C(N/N=C/c1ccsc1)c1cc2ccccc2o1	-7%	79µM*	-3%
Cc1nnc(NC(=O)CSc2nnc(-c3ccco3)o2)s1	-19%	3%	17%

These rows are one share of the data; rates above refer to the full screens.
